Source: PubChem BioAssay (Institute for Biomedicine and Glycomics)
anti-Giardia: anti-Giardia activity of synthetic compounds – Compounds Australia Scaffold Library subset, 24/48 h, primary screen (AID 1794835); inhibition, % at 10 µM; hit rate 2% among 2,500; hits give high values; in the data active means inhibition mostly above about 45%, no sharp cut-off; inactive means mostly below about 37%;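 further: 0% = parasite counts in DMSO vehicle wells; trophozoite growth inhibition read by imaging counts at 24 h; calls made by hand needing about 50% inhibition in two separate runs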
Active calls of the source: *; i = inactive. Some of the compounds tested; count on the stated rates, not on these rows.

Cc1ccc(-c2cc(N3CCN(C(=O)c4c(F)cccc4Cl)CC3)ncn2)cc1
  anti-Giardia = i

Cc1ccc(C(=O)CC2(O)C(=O)Nc3ccc(C)cc32)cc1 (stereo unspecified)
  anti-Giardia = i

CN1C(=O)CC(C(=O)NNC(=O)COc2ccccc2-c2ccccc2)C1c1cccnc1 (stereo unspecified)
  anti-Giardia = 9

NS(=O)(=O)c1ccc(CCNC(=O)c2ccc(N3CCOc4ccccc43)s2)cc1
  anti-Giardia = i

CCOc1ccccc1NC(=O)c1cc(-c2cccs2)nc2onc(C)c12
  anti-Giardia = i

Cn1nc(C(=O)NC2CCCCC2)cc1C(F)(F)F
  anti-Giardia = i

Cc1c(C(=O)N2CCn3c(C)nnc3C2)cnn1-c1ccccc1
  anti-Giardia = 0

COc1cccc(NC(=O)C2CCCN(c3nc4ccccc4nc3C(F)(F)F)C2)c1 (stereo unspecified)
  anti-Giardia = i

Cc1ccc(Oc2c(CN)c(=O)n(C)c(=O)n2C)c(Br)c1
  anti-Giardia = i

Cn1ccc(S(=O)(=O)N2CCNCC2)c1
  anti-Giardia = i

CN1CCC(Oc2ncccc2C(=O)N2CCCCC2)C1 (stereo unspecified)
  anti-Giardia = i

Cc1ccccc1N1C(=O)c2ccc(C(=O)N3CCCCC3)cc2C1=O
  anti-Giardia = i

COCCN=C1Nc2ccccc2CNC12CCN(C(=O)Nc1cc(C)ccc1OC)C2 (stereo unspecified)
  anti-Giardia = i

O=C(c1cc(Cl)c[nH]1)N1CCCN(Cc2cscn2)CC1
  anti-Giardia = i

COc1cccc(C(=O)NC2(C(F)(F)F)C(=O)N(Cc3ccccc3)C(C)=C2C(C)=O)c1 (stereo unspecified)
  anti-Giardia = 3

COc1ccc(NC(=O)C2CCc3nc(N4CCN(C(C)=O)CC4)sc3C2)cc1F (stereo unspecified)
  anti-Giardia = i

CCN1CCN(CCCNC(=O)c2cc3occc3c(Nc3ccc(OC)cc3)n2)CC1
  anti-Giardia = 14

CCNC(=O)c1c(C)oc2c1CNCC2
  anti-Giardia = 10

CN1C(=O)c2cccnc2Sc2cc(NC(=O)COc3ccccc3)ccc21
  anti-Giardia = 15

Cc1nc2sccn2c1-c1nc(-c2ccccc2)c(C(=O)c2ccc3c(c2)NC(=O)CO3)s1
  anti-Giardia = 7

CCc1ccc(-n2c(=O)c3cccnc3n2CC(=O)NCCC2=CCCCC2)cc1
  anti-Giardia = i

COc1ccc(-c2noc(-c3cccn3CC(=O)Nc3cccc(F)c3)n2)cc1F
  anti-Giardia = i

CC(=O)N1CCc2cc(C(=O)CN3CC(C)CC(C)C3)ccc21 (stereo unspecified)
  anti-Giardia = 19

COC(=O)c1c(NC(=O)Cn2nc(C(F)(F)F)c(Br)c2C)sc2c1CCCC2
  anti-Giardia = 23

Cc1ccc(-c2noc(-c3ccc(N4CCN(Cc5ccc6c(c5)OCO6)CC4)nc3)n2)cc1
  anti-Giardia = 7

O=C(c1cn[nH]c1-c1ccc(S(=O)(=O)NCc2ccco2)o1)N1CCCCC1
  anti-Giardia = i

COc1ccccc1C(=O)n1ccn(S(=O)(=O)c2ccc(C)cc2)c1=O
  anti-Giardia = 6

CCN1c2cc(C)ccc2-n2cccc2C12CCN(S(=O)(=O)c1ccc(C)cc1)CC2
  anti-Giardia = 10

O=C(Cc1cccs1)Nc1ccc(N2CCN(c3ccccc3F)CC2)cc1C(=O)O
  anti-Giardia = i

c1ccc(-c2cnn(Cc3cc(-c4ccccc4)on3)c2)cc1
  anti-Giardia = i

CC(=O)N1c2ccc(S(=O)(=O)N3CCOCC3)cc2CC1C(=O)NCCN1CCOCC1 (stereo unspecified)
  anti-Giardia = i

COc1ccc2c(c1)NC1(CCN(C(=O)Cc3ccc(F)cc3)CC1)c1cccn1-2
  anti-Giardia = 6

O=C(CN1CCC(c2ccn[nH]2)CC1)NC1CCCC1
  anti-Giardia = i

Cc1ccc(-c2nc3ccccc3n2Cc2cccc(F)c2)o1
  anti-Giardia = 16

CCn1nnc2cc(C(=O)N(C)CC(=O)NCc3cccc(C)c3)ccc21
  anti-Giardia = 14

CC(=O)c1ccc(S(=O)(=O)N2CCC3(CC2)NC(=O)c2ccccc2N3)cc1
  anti-Giardia = i

NC(=O)C1CCN(C(=O)c2snc(C(=O)NCc3ccccc3)c2N)CC1
  anti-Giardia = 9

Cc1ccc(NC(=O)Cn2c(=O)n(Cc3ccc4c(c3)OCO4)c(=O)c3ncccc32)cc1
  anti-Giardia = i

Cc1nnc2sc(-c3ccc(CNC(=O)c4cccc(Br)c4)cc3)nn12
  anti-Giardia = 42

O=c1c2cc(-c3cccc4ccccc34)nn2ccn1Cc1nc(-c2ccc(Br)cc2)no1
  anti-Giardia = 10

Cc1nc(C2(NS(=O)(=O)c3ccc4c(c3)CCC4)CCC2)no1
  anti-Giardia = i

COC(=O)c1c(C(=O)OC)c(-c2ccc(NS(=O)(=O)c3ccc(C)s3)cc2)n2c1CCC2
  anti-Giardia = 9

Cn1ccnc1CN1CCCN(C(=O)c2cc(Cl)c[nH]2)CC1
  anti-Giardia = i

CCC(=O)N(C1CCOCC1)C1CCN(Cc2ccccc2)CC1
  anti-Giardia = 4

CC(C)Cn1cc2c3c(cccc31)CN(C(=O)Cc1cccs1)CC2
  anti-Giardia = 35

CCN1CCc2[nH]c3ccc(NC(=O)c4ccn(CC)n4)cc3c2C1
  anti-Giardia = 1

O=c1[nH]c(Nc2ccc(Cl)cc2)nnc1Cc1ccc(Cl)cc1
  anti-Giardia = i

CC1(C2CC2)NC(=O)N(CC(=O)NNC(=O)c2c[nH]c3ccccc23)C1=O (stereo unspecified)
  anti-Giardia = i

COc1cccc(NC(=O)N2CCc3c(c(-c4nnc(-c5ccc(F)cc5)o4)nn3C)C2)c1
  anti-Giardia = i

CCOC(=O)c1ccc(NC(=O)Cn2c(=O)cc(-c3nc(C)no3)c3ccccc32)cc1
  anti-Giardia = 2

CCn1c(N2CCN(C(=O)Nc3cccc(SC)c3)CC2)nc2ccccc21
  anti-Giardia = i

COc1ccccc1-c1nc(C2CCN(C(=O)COc3ccccc3)CC2)no1
  anti-Giardia = 16

Cc1cc(C2CCCN2Cc2cn[nH]c2-c2cccc(Br)c2)on1 (stereo unspecified)
  anti-Giardia = i

Cn1nc(-c2nnc(-c3ccccc3Cl)o2)c2c1CCN(C(=O)c1ccc(F)c(F)c1)C2
  anti-Giardia = 13

Cn1cc2c(n1)c(=O)n(Cc1ccccc1)c(=O)n2CC(=O)Nc1cccc(F)c1
  anti-Giardia = 63*

COc1ccc(-n2ccn(CC(=O)Nc3ccc(OC)cc3OC)c2=O)cc1
  anti-Giardia = i

CCOc1ccc2nc(C(=O)N3CCN(c4cccc(C)c4C)CC3)cn2n1
  anti-Giardia = 9

Cc1ccc(NS(=O)(=O)c2cc3[nH]c(=O)[nH]c3cc2Cl)cc1C
  anti-Giardia = i

Cc1ccc2nc(-c3ccc(C)c(NC(=O)c4cccnc4)c3)[nH]c2c1
  anti-Giardia = 8

CN(C)C(=O)N1CCN(Cc2nc3c(cnn3C)c(=O)[nH]2)CC1
  anti-Giardia = i

CCOc1ccc(N2C(=O)CN(Cc3ccc4c(c3)OCO4)[C@H]3CS(=O)(=O)C[C@H]32)cc1
  anti-Giardia = i

O=C(c1cc2occc2c(Nc2ccc(F)cc2)n1)N1CCN(c2ccccn2)CC1
  anti-Giardia = 31

Cc1ccc(-n2nc(C)c3sc(N4CCCC(C(=O)NCC5CCCO5)C4)nc32)cc1 (stereo unspecified)
  anti-Giardia = 3

Cc1c(C(=O)N2CCOCC2C)nnn1-c1cccc2c1CCN(Cc1ccccc1)C2 (stereo unspecified)
  anti-Giardia = 6

O=c1[nH]c(CCN2CCOc3ccccc3C2)nc2ccccc12
  anti-Giardia = i

Cc1cccc(-c2nc(-c3ccc(NS(C)(=O)=O)cc3)no2)c1
  anti-Giardia = 9

CCCc1nnc(C(=O)Nc2cccc(C(=O)NCc3cn[nH]c3C)c2)s1
  anti-Giardia = i

Cn1c(C(=O)N2CCCC(C(=O)NCCc3ccccc3)C2)cc2sccc21 (stereo unspecified)
  anti-Giardia = 5

Cc1nc(C2CCN(CC(=O)NC(c3ccc(F)cc3)c3cccs3)CC2)n[nH]1 (stereo unspecified)
  anti-Giardia = 25

O=C(NCc1nnc2n1CCC2)C1CC(=O)N(Cc2ccccn2)C1 (stereo unspecified)
  anti-Giardia = i

COc1ccc2cc(-c3csc(Cc4nc(-c5ccccn5)no4)n3)c(=O)oc2c1
  anti-Giardia = 2

CC(C)C(NC(=O)Nc1ccccc1)C(=O)Nc1ccnn1C1CCN(C)CC1 (stereo unspecified)
  anti-Giardia = i

CCCCS(=O)(=O)N1CCCC(N2CCCC2=O)C1 (stereo unspecified)
  anti-Giardia = i

COc1ccc(CNS(=O)(=O)c2cc(C(=O)N3CCCCCC3)cs2)cc1
  anti-Giardia = i

O=C(c1ccc(Cl)c(S(=O)(=O)NCC2CCCO2)c1)N1CC=C(c2ccccc2)CC1 (stereo unspecified)
  anti-Giardia = 7

Cc1c(C(=O)Nc2cc(-c3ccncc3)[nH]n2)cccc1[N+](=O)[O-]
  anti-Giardia = 21

COc1ccc(CCNC(=O)c2cc(-c3cccs3)on2)cc1OC
  anti-Giardia = 33

Clc1ccc2nc(-c3ccsc3)c(Nc3ccc4c(c3)OCO4)n2c1
  anti-Giardia = i

Cc1cccc(-n2nc(C(=O)NCc3ccncc3)nc2-c2ccco2)c1
  anti-Giardia = i

Cc1cccc(-c2nc(CN3CCOC(Cn4cncn4)C3)no2)c1 (stereo unspecified)
  anti-Giardia = i

Cc1ccc(S(=O)(=O)N2CCCN(Cc3nc(-c4ccccc4)no3)CC2)cc1
  anti-Giardia = 0

Cc1nc(-c2ccc(C(=O)N3CCCC3C(=O)Nc3ccc(C(C)C)cc3)cc2)no1 (stereo unspecified)
  anti-Giardia = i

O=C(Nc1ccc(F)cc1)c1nc2nc(-c3cccs3)cc(C(F)(F)F)n2n1
  anti-Giardia = 19

COC(=O)c1[nH]c(C)c(C(O)=C2C(=O)C(=O)N(CCCn3ccnc3)C2c2ccncc2)c1C (stereo unspecified)
  anti-Giardia = 0

CC(C)(C)OC(=O)N1CCN(S(=O)(=O)C2CN(C(=O)NCc3ccco3)C2)CC1
  anti-Giardia = 0

COc1ccccc1NC(=O)N1Cc2c(sc3c2CCN(C)C3)-n2cccc2C1C (stereo unspecified)
  anti-Giardia = 24

O=C(CCc1ccc(F)cc1)Nc1ccn(Cc2ccccn2)n1
  anti-Giardia = i

CCOc1cc(C2OCCn3c(-c4ccccc4)c4c(=O)n(C)c(=O)n(C)c4c32)ccc1O (stereo unspecified)
  anti-Giardia = 8

CCn1c(=O)c(=O)n(CC(=O)NCc2ccc(SC)cc2)c2ccccc21
  anti-Giardia = 16

COc1ccc(NC(=O)C2CCn3c(nc4ccccc43)C2)cc1Cl (stereo unspecified)
  anti-Giardia = i

O=C(NCc1ccco1)C1CCCN(C(=O)c2cc3ccsc3n2Cc2cccc(Cl)c2)C1 (stereo unspecified)
  anti-Giardia = i

O=C(C1CCCN(c2cnccn2)C1)N1CCN(Cc2cccs2)CC1 (stereo unspecified)
  anti-Giardia = 17

CCc1csc(-c2ccc(S(=O)(=O)NC(C)c3ccccc3)s2)n1 (stereo unspecified)
  anti-Giardia = i

Cc1sc2nc(CN3CCC(C)CC3)nc(N(C)Cc3nc4ccsc4c(=O)[nH]3)c2c1C
  anti-Giardia = 11

CCNC(=O)C1CCCN1C(=O)c1cccc(NC(=O)c2ccc(Br)cc2)c1 (stereo unspecified)
  anti-Giardia = i

O=C1CN(c2ccccc2)C(=O)N1Cc1noc(-c2ccco2)n1
  anti-Giardia = i

Cc1ccccc1N1CCN(C(=O)C2CCN(S(=O)(=O)c3ccc(-c4ccn[nH]4)o3)CC2)CC1
  anti-Giardia = i

CCN(CC)C(=O)C1CSCN1C(=O)c1cc(C)nc2c1nc1n2CCCCC1 (stereo unspecified)
  anti-Giardia = 31

Cc1cccc(C(=O)NC2CCN(c3cnn(C)c3)C2=O)c1C (stereo unspecified)
  anti-Giardia = i

Cc1ccc(OCc2nc(CN3C(=O)C(=O)N(C(C)C)C3=O)cs2)cc1
  anti-Giardia = i

CSc1cccc(NC(=O)c2n[nH]nc2Nc2cccc(Cl)c2)c1
  anti-Giardia = i

CCc1ncc2c(n1)CN(Cc1csc(-c3ncccn3)n1)CC2
  anti-Giardia = 9

CCC1CN2C=NC(N3CCN(C(=O)CCc4ccccc4OC)CC3)=CC2=N1 (stereo unspecified)
  anti-Giardia = 25

CN1CCCC1C1CCCN1C(=O)c1cc(-c2cccs2)[nH]n1 (stereo unspecified)
  anti-Giardia = i

COc1cccc(CC(=O)N2CCc3c(c(-c4nc(-c5ccccc5F)no4)nn3C)C2)c1
  anti-Giardia = i

O=C(c1ccn[nH]1)N1CCCN(Cc2ccc(Cl)cc2)CC1
  anti-Giardia = i

Cc1oc(-c2ccsc2)nc1CSc1n[nH]c(=O)n1C
  anti-Giardia = i

COc1ccc(C2CCC(=O)N2CCN2CCOCC2)cc1 (stereo unspecified)
  anti-Giardia = 35

Cn1c(=O)c2cc(C(=O)NC3CCSC3=O)n(Cc3ccccc3)c2n(C)c1=O (stereo unspecified)
  anti-Giardia = 25

CCCNC(=O)CN1c2ccccc2NC2=C(C(=O)CC(C)(C)C2)C1c1ccccc1OC (stereo unspecified)
  anti-Giardia = i

Cc1noc2ncnc(N3CCCC(C(=O)NC4CCCCCC4)C3)c12 (stereo unspecified)
  anti-Giardia = i

Cc1nc2ccccc2n1CCNC(=O)c1cnn(C)c1-n1cccc1
  anti-Giardia = i

COc1ccc(CCNC(=O)c2sc(-c3c(F)cccc3OC)nc2C)cc1
  anti-Giardia = 4

COc1ccc(OC)c(NC(=O)C2CC(=O)N(c3cccc(NC(C)=O)c3)C2)c1 (stereo unspecified)
  anti-Giardia = i

COc1cccc(CNC(=O)C2CCCN(c3nccc4c(C)nn(C)c34)C2)c1 (stereo unspecified)
  anti-Giardia = i

COc1ccc(C2NC(=O)NC(C)=C2C(=O)c2ccccc2)cc1 (stereo unspecified)
  anti-Giardia = 13

CC(=O)Nc1nsc(N2CCCC(C(=O)NCc3ccccc3Cl)C2)n1 (stereo unspecified)
  anti-Giardia = 6

CC(=O)N1CCc2cc(C)c(S(=O)(=O)NC3CC3)cc21
  anti-Giardia = 4

CSc1ccc(-c2nc3nc[nH]n3c2Nc2ccc(C)cc2)cc1
  anti-Giardia = i
